hDAT+cocaine: changed human dopamine transporter uptake under cocaine IC80; Q01959; LLC-PK1 hDAT cells, [14C]-dopamine uptake with cocaine IC80; actives deviate in either direction; B-score at 10 µM; actives 1.3% (n = 110,000); AID 449768;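 active means Z score or B-score, a plate-position-corrected score, falls beyond the plate's 99.7% confidence bounds, in either direction; inactive means both scores lie inside the 99.7% bounds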;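 further: scored against the spread of the other compound wells on the same plate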
Target sequence (Q01959 whole entry, looked up): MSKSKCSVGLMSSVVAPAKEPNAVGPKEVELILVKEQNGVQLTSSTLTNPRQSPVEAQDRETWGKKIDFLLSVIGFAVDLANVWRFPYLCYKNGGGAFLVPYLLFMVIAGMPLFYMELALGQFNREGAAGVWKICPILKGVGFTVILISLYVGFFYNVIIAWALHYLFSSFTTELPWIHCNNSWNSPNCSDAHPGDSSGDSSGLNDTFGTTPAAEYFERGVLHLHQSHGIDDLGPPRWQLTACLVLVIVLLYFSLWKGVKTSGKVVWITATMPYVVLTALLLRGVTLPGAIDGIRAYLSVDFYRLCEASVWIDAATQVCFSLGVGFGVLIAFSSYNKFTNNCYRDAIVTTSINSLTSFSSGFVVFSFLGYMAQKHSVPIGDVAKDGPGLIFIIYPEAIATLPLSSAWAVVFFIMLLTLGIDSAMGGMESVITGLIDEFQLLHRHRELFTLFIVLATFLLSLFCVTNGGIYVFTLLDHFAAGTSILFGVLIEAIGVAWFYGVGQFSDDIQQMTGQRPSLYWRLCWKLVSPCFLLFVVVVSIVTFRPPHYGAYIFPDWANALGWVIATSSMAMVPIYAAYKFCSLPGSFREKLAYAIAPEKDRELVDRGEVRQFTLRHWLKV
VCAM1 TNFa inh: reduces TNF alpha induced VCAM1 expression in HUVEC. HUVEC TNFa-induced VCAM-1 immunofluorescence, high-content imaging. actives 0.48% (n = 95,000). inhibition, % at 2 µM;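 active means inhibition above the batch mean plus 3 SD, with images confirmed as a hit by eye, cut at about 37% in these data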;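 further: 0% = TNF-stimulated DMSO wells and 100% = unstimulated control wells; not every result past the cut was called active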
Candida biofilm: kills Candida albicans biofilms | C. albicans biofilm + clotrimazole, Alamar Blue | inhibition, % at 6 µM | actives 0.14% (n = 85,000) | AID 834;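 active means inhibition above 20%; inactive means inhibition below 20%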;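 further: preformed 24 hr biofilms exposed to compound for 48 hr; 0% = biofilm without compound and 100% = blank killed by clotrimazole plus chlorhexidine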
LYP inh 2: LYP (human) phosphatase inhibition; actives 0.21% (n = 96,000); Q9Y2R2; AID 640; recombinant LYP catalytic domain, DiFMUP fluorescence; inhibition, % at 2 µM;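 active means inhibition at 2 µM at or above a set limit, the screen mean plus 3 SD, cut at about 24% in these data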;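 further: 0% = DMSO with enzyme and 100% = enzyme fully blocked by orthovanadate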
HUVEC tox TNFa: toxic to HUVEC cells under TNF alpha stimulation; actives 0.17% (n = 93,000); cell count reduction, % at 2 µM; HUVEC TNFalpha-stimulated, Hoechst cell count, imaging;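 active means cell count reduction exceeding the screen mean by over 5 SD, scaled to untreated wells per plate, cut at about 78% in these data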;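 further: cells counted after 24 h of TNF alpha exposure following the 1 h pretreatment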
Smad3 inh: inhibitors of human Smad3 transcription factor binding. P84022. TR-FRET Smad3/Dy647-FoxH1 peptide binding, europium anti-His. inhibition, % at 25 µM. actives 0.29% (n = 88,000);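 active means compounds that reduce the energy-transfer binding signal between the protein and its labelled peptide by more than half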;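 further: 0% = Smad3 plus labelled peptide maximal FRET and 100% = peptide-only background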
Target sequence (P84022 whole entry, looked up): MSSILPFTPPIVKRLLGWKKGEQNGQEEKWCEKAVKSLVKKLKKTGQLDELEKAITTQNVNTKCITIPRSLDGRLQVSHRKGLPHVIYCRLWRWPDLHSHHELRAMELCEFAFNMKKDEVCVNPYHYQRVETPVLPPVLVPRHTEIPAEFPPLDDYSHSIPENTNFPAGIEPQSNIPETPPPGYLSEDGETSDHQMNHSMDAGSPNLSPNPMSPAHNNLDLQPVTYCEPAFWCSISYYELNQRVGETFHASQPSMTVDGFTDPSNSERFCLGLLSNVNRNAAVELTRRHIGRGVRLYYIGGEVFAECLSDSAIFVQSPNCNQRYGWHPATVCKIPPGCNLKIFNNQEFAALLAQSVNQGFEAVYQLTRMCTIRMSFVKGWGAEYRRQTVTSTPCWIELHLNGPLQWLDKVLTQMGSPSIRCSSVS
HUVEC tox IL1B: HUVEC cytotoxicity counter-screen, IL-1B stimulated. AID 845. HUVEC cell count loss, Hoechst imaging. actives 0.41% (n = 94,000). cell count reduction, % at 2 µM;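 active means cell count reduction more than 3 SD above the screen-wide mean, cut at about 70% in these data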;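 further: normalized per plate to untreated control cells as the no-loss baseline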
MT1-MMP txn act: activates MT1-MMP transcription; HT1080 MT1-MMP promoter luciferase reporter, luminescence, overnight; active compounds read high; activation factor at 10 µM; actives 0.16% (n = 86,000);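 active means activation factor of at least 2 for MT1-MMP transcription at 10 µM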
cytoskel mod: alters cytoskeleton assembly in HUVEC cells. actives 0.18% (n = 91,000). inhibition, % at 2 µM. HUVEC TNFa F-actin phalloidin imaging, high content. AID 836;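 active means inhibition above the batch mean plus 3 SD and confirmed as a hit by visual image inspection, cut at about 30% in these data, passing the limit was not always enough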; further: strong numbers were not always called active
Numbers without * were called inactive; · = not tested or not shown; [ ] = dose if it differs, or a comment.

SMILES	hDAT+cocaine	VCAM1 TNFa inh	Candida biofilm	LYP inh 2	HUVEC tox TNFa	Smad3 inh	HUVEC tox IL1B	MT1-MMP txn act	cytoskel mod
O=C(O)c1cc(=O)c2cc(Cl)ccc2o1	-0.193	1.6	·	1.9	-5.7	·	7.3	·	-5.9
Cc1ccc(OCC(=O)Nc2ccc(F)cc2)cc1C	0.00823	-10.5	3.9	-7.4	-9.0	-0.7	-7.5	1.4	-1.3
CS(=O)(=O)N(CC(=O)Nc1ccc2c(c1)OCCO2)Cc1ccccc1	0.448	-7.5	2.1	3.8	-10.0	0.4	-4.0	1.1	-4.4
CC1Cc2ccccc2N1C(=O)c1cnsn1 (stereo unspecified)	0.319	12.0	4.8	-0.8	-8.0	13.4	-4.8	1.1	6.4
Cc1ccc(C)c(NC(=O)CS(=O)(=O)c2c[nH]c3ccccc23)c1	0.567	1.8	6.1	-8.4	-3.4	0.2	3.8	1.1	15.4
CCc1nc(SCC(=O)Nc2nc3c(s2)CCCC3)c2ccccc2n1	0.162	3.6	·	2.0	-2.0	·	-41.0	·	-2.1
CCOC(=O)CNC(=O)CSc1nnnn1-c1ccc(C)c(C)c1	-0.223	-13.0	7.9	-9.3	5.3	5.6	-8.8	1.2	-0.9
O=C(CCNS(=O)(=O)c1ccccc1F)NCc1ccc2c(c1)OCO2	0.6	11.0	6.8	5.3	2.2	4.8[fluorescence artefact?]	0.0	1.1	-11.4
Cc1cc(NC(=O)CSc2nc3ccsc3c(=O)n2NC(=O)c2ccccc2)no1	-0.118	-1.6	6.9	2.1	-13.0	4.3	35.7	1.3	-12.7
CC1(C)NC(=O)N(CC(O)COc2ccccc2C(=O)N2CCCCC2)C1=O (stereo unspecified)	0.17	7.5	5.0	-5.5	-42.6	7.3	6.8	1.1	44.6
CCOC(=O)c1c(NC(=O)c2ccccc2C)sc2c1CC(C)(C)OC2	1.46	7.9	5.3	9.2	-14.0	6.7	13.0	1.2	-4.1
COC(=O)c1cc(=O)n(Cc2ccc(OC)c(OC)c2)c(=Nc2ccc(F)cc2)s1	-1.17	2.1	3.9	-1.0	-25.3	-8.4	11.0	·	-0.8

4 records drawn at random from the list so far, as already listed:
SMILES	hDAT+cocaine	VCAM1 TNFa inh	Candida biofilm	LYP inh 2	HUVEC tox TNFa	Smad3 inh	HUVEC tox IL1B	MT1-MMP txn act	cytoskel mod
O=C(CCNS(=O)(=O)c1ccccc1F)NCc1ccc2c(c1)OCO2	0.6	11.0	6.8	5.3	2.2	4.8[fluorescence artefact?]	0.0	1.1	-11.4
COC(=O)c1cc(=O)n(Cc2ccc(OC)c(OC)c2)c(=Nc2ccc(F)cc2)s1	-1.17	2.1	3.9	-1.0	-25.3	-8.4	11.0	·	-0.8
CCOC(=O)CNC(=O)CSc1nnnn1-c1ccc(C)c(C)c1	-0.223	-13.0	7.9	-9.3	5.3	5.6	-8.8	1.2	-0.9
Cc1ccc(C)c(NC(=O)CS(=O)(=O)c2c[nH]c3ccccc23)c1	0.567	1.8	6.1	-8.4	-3.4	0.2	3.8	1.1	15.4

Later entries:
SMILES	hDAT+cocaine	VCAM1 TNFa inh	Candida biofilm	LYP inh 2	HUVEC tox TNFa	Smad3 inh	HUVEC tox IL1B	MT1-MMP txn act	cytoskel mod
Cc1nn(Cc2ccccc2Cl)c(C)c1NC(=O)Cn1nc([N+](=O)[O-])c(Cl)c1C	0.0457	14.3	·	6.3	10.2	·	11.5	·	-13.3
C=CCNC(=O)C1CC(=O)N(c2ccc(C)cc2)C1 (stereo unspecified)	-0.0546	·	4.1	·	·	2.9	·	1	·
COc1ccccc1NC(=O)CSc1nc2ncccc2[nH]1	0.0604	-2.3	3.4	0.9	-17.6	-2.1	-5.9	1.2	8.9
CCS(=O)(=O)N1CCC(C(=O)NCCc2ccc(OC)c(OC)c2)CC1	-0.423	4.5	8.2	-4.5	-8.5	4.0	-10.7	1.1	-1.2
CCOc1nc(NCCN2CCOCC2)nc(Nc2ccc(C)cc2)n1	0.0123	2.0	3.6	-8.6	5.9	2.9	-1.0	1.1	19.6
CSc1ccccc1-n1nnnc1SCC(=O)NCc1cccs1	0.732	-13.2	4.4	3.7	-2.1	0.9	-1.4	1.2	10.5
COc1ccc(-c2nnc3c4ccccc4c(C)nn23)cc1S(=O)(=O)N1CCN(CCO)CC1	1.18	3.0	9.6	-16.8	-1.2	-6.9	-34.3	0.8	-1.8
COc1ccc(CNC(=O)C2CCN(S(=O)(=O)c3cc(OC)ccc3OC)CC2)cc1	0.732	25.3	0.2	-6.2	-10.5	-3.0[fluorescence artefact?]	-5.0	1.2	-6.2
CCOc1ccc2nc(NC(=O)CSc3nc4ccccc4c(=O)n3Cc3ccco3)sc2c1	-0.412	-12.6	7.2	-2.3	20.0	4.9	-16.3	0.7	4.3
O=C(CSc1nnc(COc2ccc(F)cc2)o1)N1c2ccccc2CCc2ccccc21	-0.407	·	3.1	·	·	9.8	·	0.9	·
CCn1c(=O)c(=O)[nH]c2cc(C(=O)N3CCN(c4ccccc4F)CC3)ccc21	1.2	-11.3	4.0	3.6	-10.2	3.4	-10.4	1.2	-8.1
CCN(CCCNC(=O)c1c(C)cc(=O)oc1C)c1cccc(C)c1	1.78	-6.5	-4.7	-10.7	-25.0	11.7	-3.2	1.2	-20.6
Cc1ccc(S(=O)(=O)NCc2cn3ccsc3n2)c(C)c1	-0.173	4.9	1.1	5.7	-16.5	-9.0	0.4	0.9	23.4
Cc1cc(C(=O)CSc2nnc(NCc3ccccc3)s2)c(C)n1C	1.13	5.5	1.7	6.5	-13.3	-2.1	-18.2	1.2	31.7
Cc1ccc(C(=O)Nn2cnnc2)cc1[N+](=O)[O-]	-0.055	4.1	·	9.7	-17.4	·	0.4	·	5.3
COc1ccc(-c2ccc(CCC(=O)O)n2CC(C)C)cc1	-1.15	36.4	-3.8	1.3	4.7	8.7	14.9	1.1	-4.7
Cc1ccc(-c2cc(C(F)F)n3ncc(C(=O)Nc4c(C)nn(Cc5c(Cl)cccc5Cl)c4C)c3n2)cc1	1.19	-8.5	·	8.9	-4.6	·	-69.1	·	-2.4
COC(=O)C1=CN(CCCN2CCCC2=O)C=C(C(=O)OC)C1c1ccccc1C(F)(F)F	-0.724	-11.1	1.2	-6.5	-6.2	9.9	-8.7	1.1	-10.8
COCc1cc(C)nc(NCCc2ccccc2)c1C#N	0.299	34.3	5.9	-10.7	-2.9	-7.8	18.0	1.2	1.4
CC(C)OC(=O)c1cc2ccccc2[nH]1	-0.337	-10.5	6.7	-2.8	-46.3	-7.9	-11.1	1.5	-4.4
Cc1ccccc1CSc1nncn1N	-0.514	13.0	6.2	5.9	-17.8	5.0	-6.5	0.9	-1.7
C#CCN(C)CC/C=C1\c2ccccc2CSc2ccccc21	0.143	-8.8	10.4	1.4	-33.3	0.3	5.8	1.1	-4.8
CCOc1c2ccc(C(=O)NCc3ccc4c(c3)OCO4)cc2nn1CC	0.514	10.5	·	-7.6	1.5	·	-37.5	·	-37.8
CC(C)c1ccc2c(c1)C(c1ccc(N3CCOCC3)cc1)=NNC(c1cccs1)=N2	-0.298	5.5	·	4.7	1.8	·	-15.4	·	18.5
CCOc1ccc(-n2c(=O)[nH]cc(C(=O)N3CCc4ccccc43)c2=O)cc1	0.0732	-2.6	-1.7	-2.9	0.0	3.7	11.2	1.1	-30.4
CN(C)c1ccc(C(=O)c2ccccc2)cc1	0.929	1.2	8.5	4.3	2.9	14.3	-1.9	1.6	-4.1
COc1ccc2[nH]c(=O)c(CN(Cc3nnnn3Cc3ccccc3)CC3CCCO3)cc2c1 (stereo unspecified)	1.03	9.8	0.7	-4.7	-32.1	5.0	-47.8	1	-3.4
COc1cccc(CN(CC2CCCO2)S(=O)(=O)c2ccc(S(=O)(=O)N(C)C)cc2)c1 (stereo unspecified)	-0.987	5.2	3.8	2.6	-23.9	7.8	0.0	1.2	16.6
N=c1n(CCO)c2ccccc2n1Cc1ccc(Cl)cc1	-0.401	8.1	10.7	0.1	-16.5	8.4	-1.4	1.3	-20.1
COC(=O)[C@H](CCSC)NC(=O)NC1CCN(Cc2ccccc2)CC1	-0.243	8.0	8.8	4.4	-19.8	3.9	7.5	1.1	19.2
CCOC(=O)C(NC(=O)c1ccccc1)=C1C=C(C)OC(C)=C1	-0.462	-19.1	4.7	-7.7	-39.2	3.0	-15.6	1.2	6.8
COc1ccc(C(=O)Nc2ccccc2C(N)=O)cc1	1.93	9.5	7.1	-2.5	0.4	8.6	3.9	1	-17.7
COc1ccccc1N1CCN(c2cc(=O)n(-c3ccccc3Cl)c(=O)[nH]2)CC1	0.949	-3.2	4.0	0.3	-27.4	5.9	3.9	1.1	-4.5
O=c1c2c3c(sc2ncn1/N=C/c1ccco1)CCCC3	-0.83	-6.0	-5.0	2.9	-14.7	0.8	-78.4	1.1	·
CCC(=O)Nc1ccc(NC(=O)c2ccco2)cc1	-0.505	21.3	5.8	8.7	-18.5	7.0	17.8	1.1	39.3
c1ccc(-c2oc3ncnc(NCCCn4ccnc4)c3c2-c2ccccc2)cc1	2.72*	-3.4	7.9	1.1	-25.0	2.6	-7.7	0.8	-0.2
CC(=O)Nc1sc2c(c1CN1CCN(c3ccccn3)CC1)CCCC2	0.554	2.6	7.4	-1.3	10.0	0.0	15.0	1	15.2
CC(c1ccccc1)N1CCn2c(nc3cc(NC(=O)NC4CCCCC4)ccc32)C1 (stereo unspecified)	1.1	-9.2	-0.7	6.6	-7.8	6.2	-14.6	1.2	-16.3
O=S(=O)(N/N=C1\CC(c2ccccc2)Oc2ccccc21)c1ccccc1 (stereo unspecified)	-0.439	13.5	4.5	-6.5	-6.0	3.9	-13.9	1.1	-0.8
Cc1ccccc1N1CC(=O)N(c2ccccc2C)CC1=O	-0.79	-8.3	5.2	14.9	-14.8	-3.5	2.4	1	-6.1
O=C(NCc1cccnc1)C1CC(=O)N(C2CCCCC2)C1 (stereo unspecified)	0.408	-3.3	3.8	-4.0	-14.0	0.6	-66.7	0.9	25.1
O=C(CN1C(=O)CSC1=O)Nc1ccc2c(c1)OCCO2	-1.44	·	3.3	5.5	·	10.9[fluorescence artefact?]	·	1.1	·
Cc1ccc(S(=O)(=O)N2CC(=O)Nc3ccccc32)cc1	0.684	-13.0	3.3	-6.1	-16.5	14.2	-63.8	1.4	-1.3
Cc1cccc2cc(CN(CCCO)C(=O)Nc3ccc(Cl)cc3)c(=O)[nH]c12	1.52	·	11.2	·	·	4.2	·	1.1	·
Cc1sc(NC(=O)c2ccco2)c(CN2CCN(c3ccccn3)CC2)c1C	1.13	-10.9	3.3	7.2	8.7	5.8	-4.5	1.3	3.2
O=[n+]1c2c(n([O-])c3ccccc31)CCCC2	0.0217	14.9	1.0	-4.0	-24.0	-1.0	-36.4	·	14.7
Cc1onc(-c2ccccc2Cl)c1C(=O)N/N=C(\N)COc1ccc(Cl)cc1	·	4.9	·	5.3	-40.8	·	24.5	·	8.1
COC(=O)c1ccc(C(=O)OC)c(NC(=O)CSc2nc(-c3ccco3)cc(C(F)(F)F)n2)c1	·	7.0	4.3	-2.3	-15.0	6.6	5.3	1	-2.3
CC(NC(=O)C1CCCCC1)c1ccc2c(c1)OCCO2 (stereo unspecified)	0.00435	-4.3	8.6	14.1	5.3	-8.9	-11.9	1.2	3.9
Cc1c(NC(=O)CSc2ncn[nH]2)c(=O)n(-c2ccccc2)n1C	-0.624	-0.3	5.4	0.3	-44.9	-7.6	7.4	1.2	7.7
CCOC(=O)C1C(=O)Nc2nc(C)nn2C1c1ccccc1 (stereo unspecified)	-1.7	3.7	1.3	-3.5	0.5	6.8	10.3	1.1	·
CCC(C)OC(=O)C1=C(C)NC2=C(C(=O)C(C(=O)OC)C(C)C2)C1c1ccc(N(C)C)cc1 (stereo unspecified)	1.02	0.2	3.8	8.3	10.9	5.0	-4.8	·	-44.3

Some of the compounds tested; rates above refer to the full screens.
